# TDP2 absorb = human TDP2 enzyme inhibitors, primary screen, biochemical, epi absorbance, recombinant enzyme; Tyrosyl-DNA phosphodiesterase 2 (Homo sapiens), O95551; inhibition, % at 12.8 µM; AID 720702, 2013; T5PNP hydrolysis, p-nitrophenol absorbance 415 nm; actives 0.34% (n = 370,000);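 active = inhibition above the mean of all tested compounds plus 3 SD, set per campaign, cut at about 25% in these data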;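 note: 0% = DMSO with enzyme and 100% = buffer with substrate but no TDP2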
#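 Test system: human TDP2 enzyme; Input: 120 nM TDP2 per well; Buffer or medium: Mg2+-containing Tris-HCl buffer, pH 7.5; Reagent: 5 mM T5PNP; Dosing: 12.8 µM single point, 1% DMSO; Incubation: reaction 2 h, 37 °C; Detection: p-Nitrophenol epi absorbance; Read-out: % inhibition relative to enzyme-containing and enzyme-free wells; Replicates: single well per compound.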
# ARFGAP1 inh = inhibitors of rat ARFGAP1 GAP activity, primary screen, biochemical, fluorescence polarization, GDP tracer; actives 0.26% (n = 360,000); inhibition, % at 16.5 µM; AID 651572, 2012; Arfgap1-stimulated ARF1 GTP hydrolysis, GDP FP detection;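 active = inhibition above a per-plate limit, mean inhibition of low control wells plus 3 SD, cut at about 25% in these data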;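 note: 0% = DMSO wells with enzyme and 100% = wells lacking Arfgap1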
# Target sequence (Q62848 1-136 limits assumed): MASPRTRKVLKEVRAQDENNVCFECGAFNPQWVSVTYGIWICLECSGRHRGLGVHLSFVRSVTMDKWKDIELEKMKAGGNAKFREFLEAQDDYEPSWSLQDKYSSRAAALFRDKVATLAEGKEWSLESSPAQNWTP
#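 Replicates: Single well per compound | Assay system: Truncated rat Arfgap1 GAP domain | Control set: No-Arfgap1 wells (100%) versus DMSO full-reaction wells (0%) | Times: Enzyme reaction 120 min at 25 °C after 20 min preincubation | Reagent: Human ARF1(Δ1-17)-GTP substrate | Measured by: Tracer-displacement fluorescence polarization with EDTA stop, 620/688 nm | Measure: Percent inhibition of Arfgap1-stimulated GTP hydrolysis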
# PLC-beta3 inh = human PLC-beta3 inhibitors, primary screen, biochemical, fluorescence | AID 720704, 2013 | 1-phosphatidylinositol 4,5-bisphosphate phosphodiesterase beta-3 (Homo sapiens), Q01970 | Purified PLC-beta3, fluorogenic substrate | actives 0.18% (n = 370,000) | inhibition, % at 12.2 µM; in the data active = inhibition above about 11%;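 note: 0% = median of compound wells on plate and 100% = full blocker control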
# ADAM17 inh = ADAM17 inhibitors, primary screen, biochemical, QFRET; recombinant ADAM17, EDANS/DABCYL FRET peptide cleavage; Disintegrin and metalloproteinase domain-containing protein 17 (Homo sapiens), P78536; inhibition, % at 6.95 µM; actives 0.83% (n = 370,000);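 active = inhibition above the mean of compounds lying between control limits plus 3 SD, set per campaign, cut at about 8.5% in these data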;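 note: 0% = DMSO-only wells as the low control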
# ADAM10 inh = human ADAM10 inhibitors, primary screen, biochemical, QFRET, HTS; actives 0.62% (n = 370,000); recombinant ADAM10, EDANS/DABCYL FRET peptide cleavage, 3 h; inhibition, % at 7 µM; AID 720582, 2013; Disintegrin and metalloproteinase domain-containing protein 10 (Homo sapiens), O14672;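 active = inhibition above a per-campaign cutoff equal to the mean of compounds falling between control-based bounds plus 3 SD, cut at about 20% in these data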;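 note: 0% = DMSO wells while the 100% control is not disclosed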
# Target sequence (O14672 214-748 limits assumed): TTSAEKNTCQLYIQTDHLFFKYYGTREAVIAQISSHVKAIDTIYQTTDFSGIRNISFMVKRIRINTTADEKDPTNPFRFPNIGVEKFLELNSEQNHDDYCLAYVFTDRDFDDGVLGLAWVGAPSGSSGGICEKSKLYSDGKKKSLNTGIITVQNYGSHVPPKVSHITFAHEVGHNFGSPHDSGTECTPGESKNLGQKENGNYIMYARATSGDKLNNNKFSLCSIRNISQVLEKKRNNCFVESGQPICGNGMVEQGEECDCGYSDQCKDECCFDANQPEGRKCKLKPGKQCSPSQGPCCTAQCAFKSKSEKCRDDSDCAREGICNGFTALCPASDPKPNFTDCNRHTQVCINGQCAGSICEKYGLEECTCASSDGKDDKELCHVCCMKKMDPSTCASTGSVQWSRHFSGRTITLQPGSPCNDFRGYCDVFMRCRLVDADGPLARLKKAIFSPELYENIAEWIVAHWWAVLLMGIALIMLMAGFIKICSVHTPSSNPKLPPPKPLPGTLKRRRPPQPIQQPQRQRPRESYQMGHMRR
# ASAP1 inh = inhibitors of human ASAP1 ArfGAP activity, primary screen, biochemical, fluorescence polarization | Arf-GAP with SH3 domain, ANK repeat and PH domain-containing protein 1 (Homo sapiens), … | ASAP1-stimulated ARF1 GTP hydrolysis, GDP FP detection | inhibition, % at 16.5 µM | actives 0.19% (n = 360,000); in the data active = inhibition above about 25%;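 note: 0% = vehicle with enzyme and substrate and 100% = no enzyme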
# Target sequence (Q9ULH1 325-724 limits assumed): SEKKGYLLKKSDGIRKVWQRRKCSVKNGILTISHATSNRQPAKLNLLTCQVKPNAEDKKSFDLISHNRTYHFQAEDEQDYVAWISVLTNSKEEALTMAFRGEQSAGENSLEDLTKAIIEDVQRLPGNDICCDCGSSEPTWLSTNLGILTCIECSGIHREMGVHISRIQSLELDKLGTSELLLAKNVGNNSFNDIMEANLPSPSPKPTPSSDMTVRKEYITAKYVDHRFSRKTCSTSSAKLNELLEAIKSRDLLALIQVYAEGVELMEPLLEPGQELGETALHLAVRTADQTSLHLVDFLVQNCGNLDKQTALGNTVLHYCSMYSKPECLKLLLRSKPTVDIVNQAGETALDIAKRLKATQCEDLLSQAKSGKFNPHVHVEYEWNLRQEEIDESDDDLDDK
# Tn7 DDE FP = inhibitors of Tn7 peptide binding to fibrin DD(E), primary screen, biochemical, fluorescence polarization, human fibrin, Tn7 probe | Fibrinogen beta chain (Homo sapiens), P02675 | FP displacement of FITC-Tn7 peptide from fibrin DD(E); 0% = median of compound wells per plate | inhibition, % at 8.3 µM | actives 0.13% (n = 370,000) | AID 720508, 2013;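 active = inhibition above the mean of compounds falling within the control limits plus 3 SD of them, cut at about 14% in these data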;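 note: 0% = plate median of compound wells and 100% = 10 µM Aha-Tn7 peptide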
#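 Assay system: Human clot-derived fibrin DD(E) complex | Buffer or medium: Tris/NaCl/CaCl2 buffer, pH 7.8 | Repeats: One replicate per compound | Benchmarks: Aha-Tn7 high control | Measure: % inhibition scaled between sample-field median and high-control FP | Schedule: 10 min plus 3 h, room temperature | Signal: Fluorescence polarization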
# PLCg1 inh = PLC-gamma1 enzyme inhibitors, primary screen, biochemical, fluorescence, purified enzyme; 1-phosphatidylinositol 4,5-bisphosphate phosphodiesterase gamma-1 (Homo sapiens), P19174; fluorogenic substrate; inhibition, % at 12.2 µM; actives 0.84% (n = 370,000); AID 720700, 2013; in the data active = inhibition above about 9.5%
# DDE Tn6 FP inh = inhibitors of Tn6 peptide binding to fibrin DD(E), primary screen, biochemical, fluorescence polarization, human fibrin, Tn6 probe | actives 0.21% (n = 370,000) | Fibrin DD(E) TRITC-Tn6 fluorescence polarization displacement | inhibition, % at 8.3 µM;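 active = inhibition above a per-campaign cutoff: mean of compounds within control limits plus 3 SD, cut at about 15% in these data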;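 note: 0% = median of all compound wells on the plate and 100% = blocking peptide control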
# SIAE primary = human SIAE inhibitors, primary screen, biochemical, fluorescence polarization, FP-Rh probe, 1536-well HTS. Sialate O-acetylesterase (Homo sapiens), Q9HAT2. SIAE FP-Rh probe binding. inhibition, % at 9.66 µM. actives 0.69% (n = 370,000). AID 1053197, 2014;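 active = inhibition above a cutoff: mean of compounds within the control limits plus 3 SD of those, cut at about 17% in these data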;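 note: 0% = plate median of compound wells and 100% = probe without SIAE protein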
# The depositor's hits bear a star; i = inactive; / = not tested or not shown. Not a hit list, and some 3.6% of all compounds hit somewhere here.
SMILES,TDP2 absorb,ARFGAP1 inh,PLC-beta3 inh,ADAM17 inh,ADAM10 inh,ASAP1 inh,Tn7 DDE FP,PLCg1 inh,DDE Tn6 FP inh,SIAE primary
CCCC(=O)Nc1nc2n(n1)C(c1ccccc1)CC(=O)N2 (stereo not given),22.9,-8.2,0.7,-2.4,0.9,-14.1,4.4,3.0,5.0,-0.5
Cc1cc(C)c(S(=O)(=O)c2ccccc2)c(Cl)n1,-5.4,8.3,1.1,1.1,2.6,5.3,0.6,3.2,0.4,3.2
COc1ccc2nc(SCc3cnc(C)nc3N)[nH]c2c1,19.4,-10.2,1.1,-4.9,-1.5,-7.2,4.5,-0.3,5.0,19.1*
COc1ccccc1/C=C/C(=O)c1ccccc1,-13.6,-0.2,-14.7,-7.0,-0.6,11.9,1.8,-8.9,7.7,0.6
COc1ccc(C(c2nnnn2C(C)C)N2CCN(C(=O)c3ccco3)CC2)cc1 (stereo not given),11.0,3.8,-4.4,0.1,0.2,-5.1,-0.9,-2.1,8.5,-7.8
C#CCN1CC(N(C)CCOC(=O)c2cc3ccccc3[nH]2)CS1(=O)=O (stereo not given),9.4,/,-4.6,-3.9,-5.6,/,-6.6,-3.3,-5.8,1.8
CC1CCN(C(=O)Cn2c(=O)oc3ccccc32)CC1,-2.8,1.4,-2.5,-4.1,-6.0,6.4,-5.4,4.0,-2.6,4.4
CCOC(=O)c1ccc(N(CC(=O)NC2CCCCC2)C(=O)CNC(=O)c2ccco2)cc1,-0.1,-4.5,-4.9,1.2,-4.8,0.8,-9.6,3.0,-2.1,1.7
Cc1ccc(N=C(c2cccs2)N2CCOCC2)cc1,3.6,11.1,3.1,-2.6,-3.8,-3.0,3.4,2.1,5.3,-6.8
CC(C)NC(=O)c1cccc(C(F)(F)F)c1,-7.5,-17.3,-78.8,-2.1,-3.3,-8.0,3.5,-2.5,0.3,-1.7
COc1ccc2[nH]c3c(c2c1)CCN[C@]31C(=O)N(C)c2ccc(Br)cc21,4.5,/,-0.7,0.1,3.8,/,-3.6,0.4,5.7,0.3
O=c1[nH]c2ccsc2c(=O)n1-c1ccc(F)c(Cl)c1,-6.7,-2.5,1.0,-4.9,3.6,-15.8,5.3,0.2,7.3,-4.8
O=C(CCNC(=O)c1ccccc1Cl)Nc1ccc2c(c1)OCCO2,-5.9,1.9,2.7,2.1,1.1,5.0,-5.3,0.5,0.2,3.1
COCCn1c(SCC(=O)NCc2ccccc2)nnc1-c1ccco1,3.4,0.6,4.2,-3.0,-3.8,-0.6,-4.0,2.7,-4.0,-4.4
CC1(C(=O)NCc2cccc3ccccc23)CCN1Cc1ccc(-c2ccccc2)o1 (stereo not given),3.7,-3.8,0.0,2.6,8.1,2.5,-2.6,-5.0,2.5,-0.6
Cc1nc2cc3ccccc3cc2c(=O)[nH]1,6.6,1.9,-313.4,-319.2,i,10.1,-3.9,-223.2,-7.0,13.0
CCc1ccc(NC(=O)CSc2nc3nc(C)cc(C)n3n2)cc1,13.4,0.4,-9.3,-3.5,-6.2,14.6,3.5,-2.7,0.2,-2.3
COc1cc(O)c(C(CC(=O)N2CCN(c3ccccc3)CC2)c2cc(OC)c(OC)c(OC)c2)c(OC)c1 (stereo not given),-7.5,9.3,1.3,4.3,7.4,7.9,-5.4,0.0,5.0,-1.3
C=CCn1c(Cc2cccs2)nnc1SCC(=O)Nc1cccc(OC)c1,-4.9,4.9,1.0,-2.8,6.3,6.3,4.4,-2.6,4.8,-9.4
OC(CN(c1ccccc1)c1ccccc1)Cn1cnc2ccccc21 (stereo not given),-8.7,-15.0,-2.4,2.7,13.6,-12.0,2.6,1.7,-2.1,2.8

# Some of the entries so far, with the structure last:
TDP2 absorb	ARFGAP1 inh	PLC-beta3 inh	ADAM17 inh	ADAM10 inh	ASAP1 inh	Tn7 DDE FP	PLCg1 inh	DDE Tn6 FP inh	SIAE primary	compound
11.0	3.8	-4.4	0.1	0.2	-5.1	-0.9	-2.1	8.5	-7.8	COc1ccc(C(c2nnnn2C(C)C)N2CCN(C(=O)c3ccco3)CC2)cc1 (stereo not given)
9.4	/	-4.6	-3.9	-5.6	/	-6.6	-3.3	-5.8	1.8	C#CCN1CC(N(C)CCOC(=O)c2cc3ccccc3[nH]2)CS1(=O)=O (stereo not given)

# Later entries.
SMILES,TDP2 absorb,ARFGAP1 inh,PLC-beta3 inh,ADAM17 inh,ADAM10 inh,ASAP1 inh,Tn7 DDE FP,PLCg1 inh,DDE Tn6 FP inh,SIAE primary
Cc1onc(-c2c(Cl)cccc2Cl)c1C(=O)N1CCOCC1,4.2,13.1,-5.2,-1.3,-16.3,-0.9,-1.6,0.2,-5.3,-2.6
CCCC(=O)N1CCCC(c2cc(C(=O)NCc3ccc(F)cc3)no2)C1 (stereo not given),-6.0,-6.4,-1.9,1.2,-6.3,-5.4,5.0,2.1,2.8,1.2
Cc1nc(-c2ccccc2)sc1C(=O)NS(=O)(=O)c1ccc(CN2CCN(c3ccccc3)CC2)cc1,-5.0,-1.4,-11.4,-1.6,1.8,12.4,-0.9,-3.2,-7.0,-2.0
CN(C)S(=O)(=O)c1cccc(C(=O)NCC2CCCCC2)c1,12.9,2.7,-5.5,-0.2,-2.6,-20.5,-5.1,0.4,-2.2,2.9
O=C(Nc1ccc2nc3n(c(=O)c2c1)CCCCC3)c1ccccc1Cl,-3.6,11.3,-1.9,1.5,-2.6,6.2,-3.2,0.3,2.9,0.2
O=C(NC(=S)NC(CO)c1ccccc1)c1ccc(F)cc1 (stereo not given),4.4,3.8,-1.6,0.1,-1.2,-9.8,1.2,0.6,-2.3,-9.1
CSCC[C@H](NC(=O)COc1ccc(Cl)cc1)C(=O)N1CCC2(CC1)NCCc1[nH]cnc12,-24.9,6.0,-2.6,-1.0,3.7,-3.4,-7.4,11.3*,8.0,-12.1
O=C1NC[C@H](CC2CCCCC2)N(CC2CCCCC2)C1=O,-4.1,15.3,4.3,-1.7,-1.5,15.9,-6.3,0.2,0.7,2.1
Cc1cc(NC(=O)CCN2C(=O)C3C4C=CC(C4)C3C2=O)ccc1Br (stereo not given),4.8,0.9,-6.0,-5.8,3.3,-6.0,1.7,-3.2,-6.1,-2.2
Cn1c(N/N=C\c2cccc(O)c2)cc(=O)n(C)c1=O,8.2,11.2,-4.0,1.1,7.4,-1.9,3.9,-6.5,3.7,-4.0
Cc1ccccc1Nc1scc(-c2ccc(Br)cc2)[n+]1-c1ccccc1C,10.7,16.5,1.1,-0.8,2.1,-10.9,-5.5,3.5,-13.2,9.6
CC(=O)NC12CC3CC(C1)CC(C(=O)NCC(=O)Nc1c(C)cc(C)cc1C)(C3)C2,-10.4,3.0,-0.5,2.9,-1.0,-9.9,-3.9,3.6,2.4,-2.8
CCOc1ccc(CCNc2nc3ccccc3n3c(C)nnc23)cc1OCC,9.8,-2.4,-3.8,-2.5,0.0,-5.5,-0.7,1.9,-5.4,-2.8
CC(C)CCc1c(O)nc(SCC(=O)N2CCCCCC2)[nH]c1=O,10.9,-19.8,-1.1,-1.2,-5.0,7.2,-4.0,0.0,-0.1,11.4
CCS(=O)(=O)c1nc(S(=O)(=O)c2ccc(C)cc2)c(NCCCN2CCOCC2)s1,5.7,-3.0,-3.2,-3.4,-2.9,-5.5,3.0,-1.5,0.5,8.0
Cc1ccc2cccc(OCC(=O)Nc3cccc(S(=O)(=O)N4CCCC4)c3)c2n1,-2.6,11.8,-13.8,0.5,-13.2,-3.4,2.1,-2.5,-11.7,-9.4
COc1ccccc1-c1nc(N)n[nH]1,3.6,-0.9,-6.7,-3.3,-4.6,2.6,6.6,0.5,-1.5,-0.8
Cc1ccc2nc(SCC(=O)Nc3cccc(S(N)(=O)=O)c3)[nH]c2c1,-10.0,6.4,-7.5,-3.9,-4.1,2.5,-2.1,-1.4,-1.2,-10.0
CCCc1nc2ccccc2c(C(=O)OCC(=O)Nc2c(C)n(C)n(-c3ccccc3)c2=O)c1CC,3.5,-2.5,-2.7,-2.8,-6.1,-3.4,4.1,-2.4,4.0,10.2
O=c1c(O)c(-c2ccc(O)cc2)oc2cc(O)cc(O)c12,-22.0,11.3,-118.7,8.9*,20.6*,22.3,-8.1,-83.9,-11.5,20.6*
N=C1C(c2nc3ccccc3s2)=C(O)CN1C1CCCCC1,-10.4,15.3,-1.6,0.9,6.0,7.2,-6.4,1.6,-2.6,-0.3
Oc1ccc(CN2CCC(Cc3ccccc3)CC2)c2cccnc12,-0.6,-11.6,0.2,-2.0,9.0,-9.0,4.9,-1.6,0.3,7.1
CCOC(=O)c1c(NC(=O)CN2CCCCC2)sc(CN(C)C)c1-c1ccccc1,-0.8,-0.7,2.2,-4.4,-8.3,-8.2,5.2,-0.1,5.7,0.8
COC(=O)c1cccc(Cn2c(Cl)c(/C=N/NC(=O)c3ccco3)sc2=O)c1,-4.0,-5.6,-15.4,-6.0,-4.4,-8.4,-1.0,-1.6,-1.7,-2.0
Cc1ccc(NC(=O)c2ccc(CSc3nccc(C)n3)cc2)cc1,-5.3,-2.1,0.8,-1.6,21.8*,-5.9,-1.0,-1.7,0.3,-13.0
COc1ccc2c(c1)cc1c(=O)n(CC(=O)NC(C)CCc3ccccc3)nc(C)n12 (stereo not given),3.2,11.1,-10.7,-7.8,-11.1,6.6,-3.5,-1.9,-2.5,1.2
Cc1ccc(-c2cc(C(=O)NN=Cc3ccc(-c4ccccc4)cc3)[nH]n2)cc1C,0.2,/,6.5,0.0,4.1,/,3.9,2.9,-2.6,8.3
O=c1nc2n(CCO)c3ccccc3cc-2c(=O)[nH]1,7.6,-1.6,-348.6,-193.7,i,-2.3,-0.5,-264.5,5.9,2.2

# From PubChem BioAssay
